Screening results as filed in PubChem BioAssay.
PABP1 MLLE inh: blocks PAM2 peptide binding to the PABP1 MLLE domain; P11940; GST-MLLE / FITC-PAM2 fluorescence polarization; inhibition, % at 20 µM; 0.36% of 360,000 active; AID 588489; in the data active = inhibition above about 35%, passing the limit was not always enough;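 note: plate controls were DMSO wells with GST-MLLE for no effect and wells lacking GST-MLLE protein for full effect; some results filed as inactive read as strong as hits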
CSN inh: CSN deneddylation inhibition | AID 651999 | Q92905 | inhibition, % at 12.5 µM | Purified CSN, SCF-Nedd8-OG deneddylation, fluorescence polarization | 0.38% of 360,000 active;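 active = pattern-corrected inhibition above about 35%, with an unprinted fluorescence ratio check between 0.5 and 1.5, limit read from the data, passing the limit was not always enough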;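 note: 0% = enzyme with substrate and 100% = substrate without enzyme; some results filed as inactive read as strong as hits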
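Assay system: purified human Csn5 enzyme expressed in HEK293T cells; measure: % inhibition; also added: SCFSkp2-Nedd8OG substrate at 10 nM final; technique: fluorescence polarization; times: reaction 90 min, room temperature; medium: Tris buffer pH 7.5, NaCl, DTT, Tween-20, trehalose, ovalbumin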
eLon inh: inhibits E. coli Lon protease; purified E. coli Lon protease, fluorescence polarization; P0A9M0; 0.42% of 360,000 active; inhibition, % at 7.94 µM; AID 602123; in the data active = inhibition above about 13%, passing the limit was not always enough;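 note: 0% = enzyme with probe and DMSO and 100% = no enzyme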
MsrA inhibitor: bovine MsrA inhibition; purified bovine MsrA, absorbance read-out; inhibition, % at 15.5 µM; 0.75% of 360,000 active; AID 651718; in the data active = inhibition above about 4.5%;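 note: 0% = vehicle wells with enzyme and 100% = reference inhibitor wells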
Rin1-Abl PPI inh: inhibitors of human Rin1-Abl protein interaction; P00519+Q13671; TR-FRET Rin1/Abl binding, biochemical; inhibition, % at 7.35 µM; 0.4% of 360,000 active; in the data active = inhibition above about 5%, passing the limit was not always enough
Neddyl block: blocks human cullin neddylation. P61081+Q13564. TR-FRET cullin neddylation, biochemical. calls only at 25 µM. 0.58% of 360,000 active. AID 651699; in the data active = inhibition above about 36%
FAS-TE inh: FAS thioesterase (human) inhibition | P49327 | recombinant FAS-TE, OMFH fluorogenic substrate, fluorescence endpoint | inhibition, % at 15 µM | 0.67% of 360,000 active | AID 602261;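 active = compounds whose normalised, plate-corrected inhibition of enzyme fluorescence in the single-dose primary screen is 50% or more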;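 note: 0% = DMSO with enzyme and 100% = substrate without enzyme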
Target sequence (P49327 whole entry, looked up): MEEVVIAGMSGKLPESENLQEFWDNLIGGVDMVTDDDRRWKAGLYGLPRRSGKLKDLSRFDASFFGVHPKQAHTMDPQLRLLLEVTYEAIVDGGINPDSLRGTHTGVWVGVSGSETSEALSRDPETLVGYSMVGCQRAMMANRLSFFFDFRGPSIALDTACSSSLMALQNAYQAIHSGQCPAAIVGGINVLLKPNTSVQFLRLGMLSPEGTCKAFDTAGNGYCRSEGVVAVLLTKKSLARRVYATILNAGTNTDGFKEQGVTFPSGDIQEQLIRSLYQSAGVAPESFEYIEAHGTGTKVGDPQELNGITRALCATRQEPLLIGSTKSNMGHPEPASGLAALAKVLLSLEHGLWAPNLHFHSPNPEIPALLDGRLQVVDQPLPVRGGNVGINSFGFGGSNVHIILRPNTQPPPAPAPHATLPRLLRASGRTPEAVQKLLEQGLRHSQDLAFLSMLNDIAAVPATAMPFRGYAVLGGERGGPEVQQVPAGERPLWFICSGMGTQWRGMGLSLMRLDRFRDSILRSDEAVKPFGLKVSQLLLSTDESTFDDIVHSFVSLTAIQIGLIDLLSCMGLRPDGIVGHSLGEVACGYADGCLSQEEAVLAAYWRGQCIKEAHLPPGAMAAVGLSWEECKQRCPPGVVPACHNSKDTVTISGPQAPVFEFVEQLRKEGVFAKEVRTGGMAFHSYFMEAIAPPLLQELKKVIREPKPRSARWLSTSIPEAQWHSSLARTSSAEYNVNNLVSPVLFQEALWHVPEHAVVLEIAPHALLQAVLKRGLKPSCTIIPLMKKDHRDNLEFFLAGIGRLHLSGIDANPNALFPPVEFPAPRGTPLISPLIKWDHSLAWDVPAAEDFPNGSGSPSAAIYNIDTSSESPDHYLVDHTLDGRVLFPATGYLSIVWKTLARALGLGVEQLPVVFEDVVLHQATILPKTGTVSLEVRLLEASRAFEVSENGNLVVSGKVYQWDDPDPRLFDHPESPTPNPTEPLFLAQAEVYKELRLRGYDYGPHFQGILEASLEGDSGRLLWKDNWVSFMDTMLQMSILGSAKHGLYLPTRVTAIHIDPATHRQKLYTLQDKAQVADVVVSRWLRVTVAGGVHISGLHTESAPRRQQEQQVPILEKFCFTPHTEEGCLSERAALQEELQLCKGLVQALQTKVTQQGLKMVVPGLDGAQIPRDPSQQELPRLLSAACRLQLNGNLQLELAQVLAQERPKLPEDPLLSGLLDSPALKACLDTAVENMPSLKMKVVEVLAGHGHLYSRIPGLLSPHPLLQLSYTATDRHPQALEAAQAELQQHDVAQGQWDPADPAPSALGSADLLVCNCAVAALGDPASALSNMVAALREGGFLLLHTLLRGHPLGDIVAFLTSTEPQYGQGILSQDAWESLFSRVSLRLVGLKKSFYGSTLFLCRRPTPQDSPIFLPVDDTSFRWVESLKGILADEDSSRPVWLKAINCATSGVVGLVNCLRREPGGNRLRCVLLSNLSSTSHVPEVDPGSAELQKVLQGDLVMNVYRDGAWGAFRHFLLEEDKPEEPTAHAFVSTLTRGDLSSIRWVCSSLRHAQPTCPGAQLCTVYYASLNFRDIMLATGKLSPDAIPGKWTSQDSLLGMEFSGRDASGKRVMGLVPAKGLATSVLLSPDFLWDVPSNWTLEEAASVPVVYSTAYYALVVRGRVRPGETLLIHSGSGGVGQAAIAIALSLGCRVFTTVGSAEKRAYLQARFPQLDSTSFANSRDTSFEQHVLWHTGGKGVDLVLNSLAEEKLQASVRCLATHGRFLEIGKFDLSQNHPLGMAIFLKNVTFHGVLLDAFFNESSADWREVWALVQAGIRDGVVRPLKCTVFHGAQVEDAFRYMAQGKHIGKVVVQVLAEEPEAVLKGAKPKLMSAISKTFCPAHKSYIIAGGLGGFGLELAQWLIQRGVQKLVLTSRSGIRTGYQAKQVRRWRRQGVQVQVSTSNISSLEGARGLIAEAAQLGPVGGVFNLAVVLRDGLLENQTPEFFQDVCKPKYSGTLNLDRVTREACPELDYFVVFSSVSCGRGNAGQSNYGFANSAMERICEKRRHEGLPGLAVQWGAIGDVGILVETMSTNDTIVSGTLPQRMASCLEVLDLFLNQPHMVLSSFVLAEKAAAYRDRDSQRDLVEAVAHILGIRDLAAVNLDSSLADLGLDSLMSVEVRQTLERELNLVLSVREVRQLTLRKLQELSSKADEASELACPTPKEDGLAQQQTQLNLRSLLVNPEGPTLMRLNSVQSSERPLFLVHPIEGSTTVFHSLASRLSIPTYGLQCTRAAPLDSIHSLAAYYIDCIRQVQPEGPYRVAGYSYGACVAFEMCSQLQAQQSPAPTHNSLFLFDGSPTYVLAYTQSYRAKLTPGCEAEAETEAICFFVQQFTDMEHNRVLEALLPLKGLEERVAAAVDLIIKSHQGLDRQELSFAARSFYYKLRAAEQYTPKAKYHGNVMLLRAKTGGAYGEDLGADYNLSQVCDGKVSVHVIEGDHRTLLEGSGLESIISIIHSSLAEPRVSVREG
MsrA act: activates bovine MsrA enzyme; purified bovine MsrA, absorbance read-out; activation, % at 10.6 µM; 0.3% of 360,000 active; AID 602163; in the data active = activation above about 7.5%;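 note: 0% = vehicle and 100% = reference activator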
TbMetRS inhib: Trypanosoma brucei MetRS inhibition | purified T. brucei MetRS, ATP depletion, Kinase-Glo luminescence | inhibition, % at 11.9 µM | 0.4% of 360,000 active;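 active = inhibition above a per-plate cutoff of the control wells' mean inhibition plus 3 SD, cut at about 5.5% in these data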;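 note: 0% = DMSO wells median and 100% = median of wells with control inhibitor compound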
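assay system = parasite MetRS enzyme | timing = 15 min preincubation, 2 h reaction, all 25 °C | evaluation = percent inhibition relative to median high and low control wells | medium = HEPES buffer containing pyrophosphatase, BSA, spermine, DTT | compound = single dose, 11.9 µM final nominal, 0.9% final DMSO | detection = Kinase-Glo luminescence, ATP depletion format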
Active calls of the source: *; i = inactive; · = no result given; + = active, no number. Hits appear at their usual frequency, and some 4% of all compounds hit somewhere here.

SMILES	PABP1 MLLE inh	CSN inh	eLon inh	MsrA inhibitor	Rin1-Abl PPI inh	Neddyl block	FAS-TE inh	MsrA act	TbMetRS inhib
CCOc1cc(/C=N\Nc2ncc(F)c(N3CCOCC3)n2)ccc1Oc1nc(Cl)ncc1F	26.3	2.1	-6.5	1.8	0.5	i	18.7	-4.9	-0.4
COc1cc(CCC(=O)OCC(=O)Nc2cccc(S(N)(=O)=O)c2)cc(OC)c1OC	-4.0	-2.4	-12.6	-0.6	-0.1	i	-3.8	-0.6	0.1
CCN(CC)S(=O)(=O)c1ccc(Cl)c(C(=O)N2CCc3ccccc32)c1	-0.9	4.8	-6.3	-0.2	1.8	i	9.6	-7.6	-0.8
CCOC(=O)/C=C/C(=O)Nc1ccc(S(=O)(=O)Nc2cc(C)on2)cc1	2.1	0.0	-10.2	1.0	3.5	i	-4.4	-5.0	0.0
CCc1ccccc1NC(=O)CCS(=O)(=O)c1ccc2c(c1)CCCN2C(C)=O	8.0	-3.6	5.3	2.3	-0.5	i	-4.9	-0.7	-0.1
COc1cc2ccccc2cc1C(=O)Nc1ccncc1	-0.7	1.4	19.3	0.2	-1.9	+	0.0	-2.8	-0.5
COC(=O)Nc1ccc(S(=O)(=O)N2CCCCC2)cc1	5.9	1.8	-10.4	-1.0	-2.3	i	-2.4	1.1	0.1
c1ccn2cc(-c3ccc4c(c3)OCCO4)nc2c1	-1.7	-0.1	-4.1	0.1	0.1	·	-2.9	-4.8	-3.8
c1ccc(CCNc2cc(-c3ccc4ccccc4c3)nc3ccnn23)nc1	8.2	-0.9	-11.9	-0.7	-0.6	·	-6.3	-6.0	0.0
Cc1ccc(NC(=O)Cc2ncon2)cc1Cl	10.9	4.3	3.4	1.6	3.1	i	-5.1	-1.3	0.4
Cc1sc2ncnc(Sc3nnnn3-c3ccc(Cl)cc3)c2c1C	-80.0	4.0	-1.2	2.5	-5.0	i	14.5	-4.2	-0.2
O=C(c1ccc(Cl)cc1)N(Cc1ccco1)C1CCS(=O)(=O)C1 (configuration not stated)	-0.5	-3.6	-3.9	-0.8	-1.5	i	1.7	-1.2	-0.8
CC(C)CC(=O)c1c[nH]c(C(=O)NCC2CCCO2)c1 (configuration not stated)	12.6	0.1	-14.0	0.3	2.4	i	-4.7	-4.0	-0.6
COc1ccccc1C(=O)NCc1nnc(SCC(=O)Nc2nccs2)n1C	-16.4	0.6	3.8	0.2	1.4	i	-2.8	-2.4	-0.1
Cc1ccc(CNC(=O)c2ccc(NS(=O)(=O)c3cccs3)cc2)cc1	0.0	-4.6	-17.8	-0.1	-1.4	i	-2.0	-0.6	0.4
Cn1c(NCCN2CCCC2)nc2cc(-c3ccsc3)sc2c1=O	-22.1	1.6	5.6	-0.1	-27.4	i	-7.3	-0.6	-0.3
Cc1cccnc1C(NC(=O)C1CCN(CCOc2ccc(F)cc2)CC1)c1ccc(F)cc1 (configuration not stated)	13.4	-6.1	0.7	-1.2	-1.2	i	-7.8	-6.0	0.0
CCc1ccccc1N1CC23C=CC(O2)C(C(=O)OC)C3C1=O (configuration not stated)	-2.2	-2.0	-2.3	-0.4	-0.5	i	-2.8	-2.6	0.3
CCOC(=O)Nc1sc(C(=O)N(CC)CC)c(C)c1C(=O)OCC	28.8	0.0	-10.3	-0.2	1.1	i	-1.7	-1.5	-0.8
O=C(Nc1cccc(Cl)c1)C1CCCN(C2=NS(=O)(=O)c3ccccc32)C1 (configuration not stated)	-5.7	-7.5	-8.0	-0.8	4.1	i	3.8	-4.9	0.2
CC(C)(C)OC(=O)C[C@@H]1C/C=C\C[C@@H](CC(=O)NCCO)C(=O)N2CCC[C@H]2COC1=O	13.4	-3.4	-4.9	-0.7	1.8	i	-4.9	-0.1	-0.2
CC(C)=CC(=O)OCC(=O)Nc1cc(C)cc(C)c1	11.9	2.1	3.4	-0.7	1.4	i	-1.7	-2.5	0.1
CCn1c(CNS(=O)(=O)c2ccc(Br)cc2)n[nH]c1=S	-4.8	-1.1	-0.6	-0.6	-3.7	i	-4.2	1.2	-0.3
c1nnc(NC2=NCCC2)s1	16.4	0.4	8.0	-0.4	2.2	i	-8.3	-4.4	-0.4
CC(C)c1nnc(NC(=O)CCC(=O)N2CCN(c3ccc(F)cc3)CC2)s1	6.0	2.2	-5.3	0.7	5.3	i	-1.1	-6.3	-0.1
CCCN(CC(=O)Nc1ccccc1C)C(=O)COC(=O)c1cnc(C)cn1	-8.1	-2.4	3.2	-1.4	4.4	i	-6.3	-2.9	-0.4
CCOC(=O)C1=CN(Cc2cccc(F)c2)S(=O)(=O)N(C)C1c1ccc(F)c(Cl)c1 (configuration not stated)	-15.0	-0.1	-0.8	0.8	2.7	i	24.3	1.6	-1.0
O=C(CCC(=O)N1CCN(c2ccc(C(F)(F)F)cn2)CC1)c1cccs1	5.5	-5.1	8.5	0.3	2.1	i	-1.8	-8.8	-0.6
CCOc1ccc(/C=C/C(=O)Nc2cccc(C(C)=O)c2)cc1	4.9	-2.4	-0.3	1.5	-4.3	i	-4.3	-4.0	-0.1
COC(=O)C1=C(C)N(C)C(C)=C(C(=O)OC)C1c1ccsc1	-10.6	0.8	-2.4	1.6	0.9	i	-4.9	-4.3	-0.7
COc1ccc(/C=N/NC(=O)c2ccc(N(C)S(=O)(=O)c3ccccc3)cc2)cc1OC	5.9	-10.2	4.5	3.7	1.2	i	4.8	-1.5	-0.2
COc1ccc(CN(C)Cc2cc(=O)n3ccsc3n2)c(OC)c1OC	1.3	-5.4	-0.4	1.7	-1.3	i	-5.9	-3.1	2.3
CCN(CC(=O)NCc1ccc(Cl)cc1)C(=O)C(C)Sc1ccccc1 (configuration not stated)	8.4	3.9	-0.8	0.3	0.4	i	8.3	-4.0	-0.1
O=C(c1cc(Cl)ccc1OCc1ccccc1)N1CCOCC1	2.6	-3.0	-1.1	0.5	2.1	i	-2.2	-3.3	-0.3
Cc1c(C(=O)NCc2ccoc2)oc2ccc3c(c12)C(=O)CC(C)(C)O3	-1.8	-0.8	12.0	1.2	-1.0	i	7.9	0.2	-0.4
Cc1cc2oc(=O)cc(Cn3ncc(Cl)c(Cl)c3=O)c2cc1Cl	-62.3	12.3	-8.9	·	-0.8	i	9.3	-3.0	0.5
COc1ccc(CNC(=O)CN(C(=O)c2snc(C(N)=O)c2N)c2ccc(OC)c(OC)c2)cc1	-1.7	4.5	2.7	0.4	3.4	i	7.1	1.1	-1.0
CNC(=O)COC(=O)c1cc(-c2ccccc2)nn1-c1ccccc1	-8.2	-2.7	-5.4	0.6	1.8	i	-5.1	-1.7	0.2
CC/C(=N\NC(=O)C1CC1)c1cccc(Cl)c1	-6.3	-1.6	-9.4	-0.7	1.0	i	-2.3	-0.3	0.4
COc1ccc(-n2c(Cc3cccn3C)nnc2SCC(=O)Nc2ccc3c(c2)OCO3)cc1	4.8	-2.5	-1.4	-0.3	1.3	i	3.3	-2.4	-0.3
CC(C)c1ccc(NC2CCCN(C(=O)CCN3CCOCC3)C2)cc1 (configuration not stated)	3.1	2.7	4.9	1.1	0.8	i	-3.9	-3.0	-0.4
O=C(Cn1c(-c2ccc(Cl)cc2)noc1=O)N1CCN(c2ccccc2F)CC1	-9.1	2.2	1.7	0.7	-3.1	i	14.3	-3.3	0.0
O=C(COc1ccccc1C(=O)NCc1ccccc1)Nc1ccccc1	-5.4	-3.1	-3.3	0.4	3.8	i	8.3	-1.4	-0.1
CC(C)[C@H](NC(=O)c1ccccc1F)C(=O)NCc1ccc(S(N)(=O)=O)cc1	1.9	0.6	-14.8	-0.8	-0.5	i	-3.7	1.2	0.5
Cc1ccc(S(=O)(=O)CC(c2ccccc2)N2CCCCC2)cc1 (configuration not stated)	-18.0	-6.1	2.8	-1.6	6.0	i	2.7	-9.2	-0.5

With a hit mark in Neddyl block, among the entries above:
SMILES,PABP1 MLLE inh,CSN inh,eLon inh,MsrA inhibitor,Rin1-Abl PPI inh,Neddyl block,MsrA act,TbMetRS inhib
COc1cc2ccccc2cc1C(=O)Nc1ccncc1,-0.7,1.4,19.3,0.2,-1.9,+,-2.8,-0.5

More records:
SMILES	PABP1 MLLE inh	CSN inh	eLon inh	MsrA inhibitor	Rin1-Abl PPI inh	Neddyl block	FAS-TE inh	MsrA act	TbMetRS inhib
COc1ccc(S(=O)(=O)c2ccc(O)cc2)cc1	3.1	-0.9	5.1	1.3	2.9	i	-5.2	0.1	0.0
COc1ccc(CNC(=O)COC(=O)/C=C/c2ccco2)cc1	-4.1	2.6	5.0	0.2	-0.5	i	-8.5	-3.3	1.8
Cc1[nH]c2ccc(F)cc2c1CCN(Cc1ccncc1)C(=S)Nc1cccc(F)c1	0.6	2.7	4.9	-0.6	-1.3	i	13.5	-0.8	-0.4
CC[C@]12c3[nH]c4ccc(Cl)cc4c3CCN1C(=O)[C@@H](CC(=O)NCc1ccc(OC)c(OC)c1)C[C@@H]2C(=O)N1CCN(C(=O)c2ccco2)CC1	-2.5	-3.6	-6.4	0.3	0.1	i	-0.1	-2.1	-0.1
CCCCN(C(=S)Nc1cccc(SC)c1)C1CCN(C(C)=O)CC1	-13.8	0.4	0.8	-0.5	-0.9	i	-3.5	-3.9	0.1
CN(Cc1ccco1)c1ncnc2ccc(-c3ccc4c(ccn4C)c3)cc12	-7.8	-4.9	11.6	1.9	-12.8	i	4.5	-7.8	-0.5
CC(NC(=O)CSc1ccc(S(=O)(=O)N2CCOCC2)cn1)c1ccc(Cl)cc1Cl (configuration not stated)	-7.2	3.3	-1.0	0.0	5.3	i	3.3	-1.1	0.0
CC(C)(C)NC(=O)CN(C(=O)Cn1nnc(-c2ccc(Cl)cc2)n1)C1CCN(Cc2ccccc2)CC1	-2.2	-0.3	-14.9	·	0.2	i	11.0	-2.4	-0.9
CN(C(=O)c1ccc2c(=O)n3c(nc2c1)CCCCC3)c1cccc(Cl)c1	2.6	-1.7	5.8	-1.0	2.5	i	13.4	-0.6	-0.6
CCN1CCN(c2ncnc3c2cnn3-c2ccc(C)cc2C)CC1	-8.4	1.7	-2.9	-0.2	0.5	i	-9.4	-1.0	-0.5
O=c1cc(-c2ccc(O)cc2)oc2c(O)c(O)c(O)c(O)c12	-29.2	38.7	-13.0	1.4	36.9*	i	41.6	-15.1	-0.8
Cc1ccc(CN2CC(N3CCC(c4ccccc4)CC3)CS2(=O)=O)cc1 (configuration not stated)	14.4	-0.8	-4.0	1.6	-0.7	i	11.1	-0.1	-0.8
Cc1cccc(C(=O)Nc2ccc(S(=O)(=O)N3CCOCC3)cc2C)c1	-97.4	0.0	-3.2	0.6	3.1	i	-6.7	-3.7	-0.4
O=C(O)/C=C/C(=O)NCCC(c1ccccc1)c1ccccc1	10.9	-1.1	-4.2	-0.4	-2.3	i	-4.9	-1.4	0.0
CCOc1cc(/C=C2/SC(=S)NC2=O)ccc1OC(=O)c1ccco1	4.4	58.4*	-32.4	3.4	2.1	i	-1.9	-19.3	-1.6
COc1ccc(OC)c(S(=O)(=O)N/N=C(/C)c2ccc3c(c2)OCO3)c1	-1.7	6.8	-2.3	0.9	2.1	i	1.2	-3.9	0.2

Ordered by the number under PABP1 MLLE inh (lowest first): some entries from above.
SMILES	PABP1 MLLE inh
CCN1CCN(c2ncnc3c2cnn3-c2ccc(C)cc2C)CC1	-8.4
CCc1ccccc1NC(=O)CCS(=O)(=O)c1ccc2c(c1)CCCN2C(C)=O	8.0
CC(C)(C)OC(=O)C[C@@H]1C/C=C\C[C@@H](CC(=O)NCCO)C(=O)N2CCC[C@H]2COC1=O	13.4
